# Screens (PubChem)
# CRFR2-BP antag – antagonists of CRF-BP/CRF-R2 complex, primary screen, cell-based, HEK293, calcium dye fluorescence, uHTS | CRF-induced calcium fluorescence | inhibition, % at 11.8 µM | 350,000 tested, 0.59% active | AID 588475, 2011;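 active = inhibition of the ligand-induced calcium signal above about 50% at the single tested concentration, limit read from the data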
# MEKK3 PB1 HTS – modulators of MEKK3-MEK5 PB1 binding, primary screen, biochemical, wildtype MEKK3, multiplex bead flow cytometry, Alexa488-MEK5; Mitogen-activated protein kinase kinase kinase 3 (Homo sapiens), Q99759; bead-based flow cytometry, Alexa488-MEK5 binding to MEKK3; actives lie on both sides; 0 = blocked by unlabeled MEK5, 100 = vehicle; binding response (% of control), % at 10 µM; 290,000 tested, 1.4% active;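 active = binding response more than 3 SD above or below the average of its plate-row segment, actives on both sides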;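 also: Alexa488 bead fluorescence after subtracting the streptavidin-only scavenger bead signal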
# Target sequence (Q99759 whole entry, looked up): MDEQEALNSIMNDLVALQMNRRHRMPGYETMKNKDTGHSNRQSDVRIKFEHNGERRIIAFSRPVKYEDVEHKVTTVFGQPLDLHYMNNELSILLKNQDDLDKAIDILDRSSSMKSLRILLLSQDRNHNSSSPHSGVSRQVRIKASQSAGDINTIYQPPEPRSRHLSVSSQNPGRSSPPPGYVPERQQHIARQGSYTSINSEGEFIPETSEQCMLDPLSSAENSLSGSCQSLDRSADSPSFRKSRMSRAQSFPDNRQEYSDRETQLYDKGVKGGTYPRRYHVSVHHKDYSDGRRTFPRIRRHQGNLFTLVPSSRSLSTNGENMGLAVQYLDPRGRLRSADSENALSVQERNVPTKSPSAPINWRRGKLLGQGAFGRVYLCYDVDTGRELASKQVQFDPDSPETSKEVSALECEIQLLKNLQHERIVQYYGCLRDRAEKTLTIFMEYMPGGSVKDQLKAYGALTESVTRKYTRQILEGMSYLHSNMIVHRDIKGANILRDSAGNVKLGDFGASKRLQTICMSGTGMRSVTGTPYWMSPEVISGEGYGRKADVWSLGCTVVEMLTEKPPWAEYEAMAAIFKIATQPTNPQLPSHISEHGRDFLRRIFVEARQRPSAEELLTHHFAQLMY
# CHRM4 PAM – human M4 muscarinic receptor positive allosteric modulators, primary screen, CHO-K1 cells, Fluo-8 calcium fluorescence; CHO-K1 hM4/Gqi5, ACh EC20; 0% = ACh EC20, 100% = maximal ACh; activation, % at 3 µM; 360,000 tested, 0.4% active;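 active = activation above its plate's cutoff, the mean activation of sample wells plus 3 SD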; also: some results filed as inactive read as strong as hits
# PHOSPHO1 block – PubChem AID 1565 | Phosphoethanolamine/phosphocholine phosphatase (Homo sapiens), Q8TCT1 | recombinant PHOSPHO1, absorbance phosphatase assay | inhibition, % at 13.3 µM | 290,000 tested, 1.1% active; in the data active = inhibition above about 60%
# GalR3 antagonist – GalR3 antagonists in HEK293 cells, primary screen, cell-based, fluorescence readout; AID 651719, 2012; 360,000 tested, 0.44% active; HEK293 GalR3-CNG cAMP membrane potential fluorescence; galR3 body fused to GalR1 C-terminus; Galanin receptor type 3 (Homo sapiens), O60755; inhibition, % at 3 µM;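 active = inhibition above the screen-wide average plus 3 SD, cut at about 13% in these data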;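 also: forskolin and galanin both at EC90 stimulate the cells; cAMP rise reported by CNG channel membrane potential dye signal; 0% = forskolin plus galanin with DMSO and 100% = forskolin alone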
# Target sequence (O60755 1-299 limits assumed): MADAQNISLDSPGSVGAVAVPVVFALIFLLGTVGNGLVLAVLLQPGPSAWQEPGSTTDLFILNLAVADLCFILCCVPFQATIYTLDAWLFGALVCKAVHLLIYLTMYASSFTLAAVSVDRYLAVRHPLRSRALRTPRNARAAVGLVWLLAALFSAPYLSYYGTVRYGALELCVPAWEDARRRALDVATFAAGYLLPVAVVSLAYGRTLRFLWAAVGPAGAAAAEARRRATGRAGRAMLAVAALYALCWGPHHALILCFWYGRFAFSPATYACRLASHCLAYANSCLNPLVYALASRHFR
# pCIP destab – p/CIP-EGFP fusion destabilizers, primary screen, fluorescence, F442A cells; 290,000 tested, 0.01% active; decrease of EGFP signal, % at 10 µM; 16 h;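 active = EGFP signal decrease of at least 30% at 10 µM or well 3 SD below plate mean, unless failing retest; inactive = the rest, including hits failing retest or dose response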; also: some compounds called inactive have numbers as strong as hits; many of its hits are not listed in these tables
# IDE cell activ – human IDE activators in live cells, primary screen, fluorescence polarization, HEK cells, FAbeta-B substrate | Insulin-degrading enzyme (Homo sapiens), P14735 | FAbeta-B cleavage; 0% vehicle, 100% cell-free pure enzyme wells | 340,000 tested, 0.073% active | activation, % at 5.96 µM;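 active = activation above the mean of all tested compounds plus 3 SD, set per screening campaign, cut at about 17% in these data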
# CRFBP-R2 agonist – agonists of CRF-BP/CRF-R2 complex, primary screen, cell-based, HEK293, calcium dye fluorescence, uHTS | 350,000 tested, 0.46% active | CRF-binding protein / CRF receptor 2 complex (human) | calcium dye fluorescence (FLIPR); percent of saturating CRF peptide response | AID 588473, 2011 | activation, % at 13.2 µM;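 active = activation of at least 50%, plus an integration ratio under a set limit after plate pattern correction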;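 also: plate controls were neutral control wells without compound for no effect and CRF at EC100 for full effect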
# IDE inh – human IDE inhibitors in live cells, primary screen, fluorescence polarization, HEK cells, FAbetaB substrate | 320,000 tested, 0.41% active | FAbetaB cleavage | inhibition, % at 5.59 µM | Insulin-degrading enzyme (Homo sapiens), P14735;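 active = percent inhibition above the average of all tested compounds plus 3 SD, set per screening campaign, cut at about 16% in these data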;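 also: IDE supplied by intact live HEK cells; FP after avidin binding of uncleaved biotin substrate so inhibition keeps polarization high; 0% = DMSO wells and 100% = 60 µM reference IDE inhibitor Ii1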
# * marks the source's active call; other numbers are inactive results; . = no result given. Hits appear at their usual frequency (roughly 4.2% active in at least one column).
SMILES,CRFR2-BP antag,MEKK3 PB1 HTS,CHRM4 PAM,PHOSPHO1 block,GalR3 antagonist,pCIP destab,IDE cell activ,CRFBP-R2 agonist,IDE inh
COc1ccc(C(=O)C2CCCN(C(=O)c3csc(C(C)=O)c3)C2)c(C)c1 (stereo unspecified),-16,101,7,12,-9,-5,1,1.3,-4
COc1ccc(CCNc2ncnc3sccc23)cc1OC,-1,98,-24,36,73*,-11,3,1.6,2
Cn1c(=O)n(CC(=O)O)c(=O)c2c1nc1n2CCCN1Cc1ccccc1,14,97,0,3,-9,-10,2,-0.7,4
Cc1ccc(S(=O)(=O)N(C)C)cc1NC(=O)COC(=O)COc1ccc2c(C)cc(=O)oc2c1,1,.,3,.,0,.,-1,-2.5,-1
Cc1ccc(C(=O)NC2CCCCCC2)o1,-6,95,10,-8,-1,1,3,0.7,-2
CCc1cccc(C)c1NS(=O)(=O)c1c(C)nc2sccn2c1=O,-1,106,-4,25,3,-13,8,-1.6,-1
Cc1cccc(N2CCN(C(=O)C(Cc3ccccc3)n3cccc3)CC2)c1C (stereo unspecified),-10,107,-13,10,.,-4,0,1.5,2
CNc1ccccc1C(=O)OCC(=O)N(CCOC)c1c(N)n(CC(C)C)c(=O)[nH]c1=O,1,.,7,.,-4,.,3,0.1,-3
C(=N\C(/N=C/c1ccco1)c1ccco1)/c1ccco1,3,107,15,9,-5,-12,-1,0.8,5
O=C(NC1CCCCCC1)c1cccnc1Sc1ccc(Cl)cc1,-49,91,-3,-16,-2,-11,5,3.8,-4
O=C(/C=C/c1ccc(Cl)cc1)NCCSc1ccccc1,-15,.,1,-1,-5,1,3,0.5,0
COCCNC(=O)CCc1nnc(C2(c3ccc(Cl)cc3)CCC2)o1,-6,99,-3,44,-3,-4,1,-0.6,3
CCN1C(=O)C(O)(CC(=O)C(C)(C)C)c2cc(Br)ccc21 (stereo unspecified),-15,117,5,20,-3,-18,-1,-1.3,0
CC(OC(=O)C1CCCO1)C(=O)NC1CCCC1 (stereo unspecified),5,103,-4,5,-4,-8,-1,-0.2,-2
Cc1onc(-c2ccccc2)c1C(=O)N(Cc1ccccc1)C(C)C,8,107,3,25,-10,-2,-1,-0.8,1
O=C(NCc1ccco1)/C(=C/c1ccc(F)cc1)NC(=O)c1ccccc1,-1,104,3,18,-7,-6,3,0.2,-2
COc1cccc2c1OC1(C)CC2NC(=O)N1 (stereo unspecified),-4,102,23,-19,-2,-6,4,-1.8,-2
Cc1cccc(OCC(=O)Nc2ccc3c(c2)OCCO3)c1,4,106,-6,21,-3,-4,0,0.2,-2
CC(C)CNC(=S)NC1CCCC1,-3,93,4,-19,0,0,2,-1.1,-3
COCCn1c(=S)[nH]c2ncccc2c1=O,6,102,9,42,-3,-11,3,0.5,-3
CN(C)c1ccc(NC(=O)c2cnsn2)cc1,1,95,-4,28,-2,-6,2,0.5,1
Cc1cc(C)c2cc(C(=O)Nc3ccccc3)[nH]c2c1,-9,95,-27,15,3,0,0,26,-7
CC1CCCC(C)N1S(=O)(=O)c1ccc(S(=O)(=O)NCCc2ccncc2)cc1 (stereo unspecified),-13,83,0,-4,-8,-6,2,-1.1,0
Cc1ccccc1OCCCCn1c(CO)nc2ccccc21,4,101,-15,-3,0,4,4,-1.4,0
CCN(C=NC1=NN(c2cccc(C(F)(F)F)c2)CC1)CC,-2,100,4,16,-3,-6,5,-2.4,6
O=C(O)c1ccc(NC(=O)c2cn(-c3ccccc3)nc2-c2ccc(Cl)cc2)cc1,25,104,-6,32,0,-9,6,-5.8,-4
CSc1nnc(C)c(/C=C/Nc2ccc(C)cc2)n1,-145,107,5,14,-4,-12,-8,105*,9
NC(=O)c1c(NC(=O)COC(=O)c2ccc(O)c(Cl)c2)sc2c1CCCC2,-20,.,0,.,-7,.,2,-0.3,0
CC1C/C(=N\NC(=O)c2ccc(NS(=O)(=O)c3ccc(Br)cc3)cc2)CC(C)(C)C1 (stereo unspecified),-5,103,-10,3,10,-2,0,1.2,0
COc1cc(C(=O)NCC(=O)Nc2c(C)cccc2C)ccc1OCc1ccccc1,9,.,5,.,-8,.,0,-1.2,-7
CCOC(=O)c1sc(NS(=O)(=O)c2ccc(NC(C)=O)cc2)nc1C,4,103,11,10,3,0,2,-0.6,3
O=C(CN1C2=NCCCN2c2ccccc21)c1cccs1,-5,101,2,-28,7,-4,1,-1.4,3
COC(=O)c1ccc(NC(=O)Cn2nnc3ccccc32)cc1,2,100,-4,-7,-1,0,-2,1.6,-5
CCCN1CCN(CCCNC(=O)Cn2nc(C)n3c(cc4cc(OC)ccc43)c2=O)CC1,3,96,0,-16,1,-13,3,-0.7,-3
CCOc1ccc(NC(=S)N(Cc2ccc(Cl)cc2)Cc2ccco2)cc1,16,103,-9,-33,-1,-3,1,-1.0,1
Cc1[nH]c(=O)[nH]c(=O)c1S(=O)(=O)N1CCCC(C(=O)NCc2ccccc2Cl)C1 (stereo unspecified),-1,91,-6,-3,-10,7,1,-2.1,2
C=CCn1c(SCC(=O)NC(=O)NCc2ccco2)nc2sc(CC)cc2c1=O,7,98,2,45,3,8,4,-0.1,0
O=C(Nc1cccnc1)c1ccccc1O,0,103,1,5,-3,-13,6,1.9,4
NC(=O)c1ccc(Oc2ccc(Cl)cc2)c([N+](=O)[O-])c1,2,101,-4,47,-4,-3,-4,-2.4,-3
Cc1ccc(-n2cnn(-c3ccc([N+](=O)[O-])cc3[N+](=O)[O-])c2=O)cc1,9,101,-2,.,-9,-6,-1,-2.1,7
Cc1cccc(C)c1NC(=O)C(C)c1ccc(-c2ccccc2)c(F)c1 (stereo unspecified),-4,100,-6,-41,-2,6,2,0.5,5
CCn1c(SCC(=O)Nc2ccc(OC)c(S(=O)(=O)N3CCCCC3)c2)nnc1C1CC1,11,.,11,.,-1,.,1,-1.0,.
CCOc1ccc(Cl)cc1C(c1c(C)[nH][nH]c1=O)c1c(C)[nH][nH]c1=O,4,101,5,24,-11,2,5,-0.9,.
CCCN(CCC)CCNC(=O)C(NS(=O)(=O)c1ccc2c(c1)CCC(=O)N2)c1ccccc1 (stereo unspecified),-8,99,2,0,.,-16,3,-1.5,0
Cc1ccc(NS(=O)(=O)c2ccc(-c3ccc(=O)[nH]n3)o2)cc1N(C)C,-6,97,1,44,1,-21,-3,1.5,0
CN(C)c1ccc(C(=S)N2CCCC2)cc1Br,13,101,-8,14,-8,-9,2,-1.3,4
CC(C)CC(=O)N/C(N)=N/c1nc2ccccc2o1,7,102,8,27,-2,-15,1,0.4,1
O=C(O)CCCCCCC1C(=O)NC(=O)N1CCC(O)C1CCCCC1 (stereo unspecified),21,97,4,4,-6,-11,4,0.4,-2
COc1ccc(C(=O)Nc2ccnn2C2CCN(Cc3cn(C)nc3C)CC2)cc1,4,104,6,22,-3,-20,0,0.2,-2
C[C@@H](C(=O)NCc1ccccc1)N1C(=O)C2CC=CCC2C1=O (stereo partly specified),3,104,14,-11,0,-8,6,-1.5,5
CC(CCc1ccccc1)NC(=O)c1ccc(NC(=O)c2ccccc2)cc1 (stereo unspecified),2,99,-2,-6,4,-5,7,-0.9,-2
CCN(CC)C(=O)C12CC3CC(CC(Cl)(C3)C1)C2,-6,105,10,8,-5,1,-2,-1.4,-7
COc1ccc(C(=O)N[C@H](C(=O)Nc2ccc(OC)nc2)C(C)C)cc1,-2,105,2,16,-1,-3,1,-3.4,2
COc1ccc(OC)c(NC(=O)CSCc2cnn(-c3ccccc3)c2-n2cccc2)c1,29,102,-3,42,-1,-16,2,-0.7,3
O=[N+]([O-])c1ccccc1Oc1ccc(Cl)c2cccnc12,6,100,7,0,-5,-14,0,0.7,4
CN(Cc1ccccc1)S(=O)(=O)c1ccc2[nH]c(=O)oc2c1,15,100,-3,-6,6,4,-1,-0.3,1
COc1cccc(C(=O)NC(=S)Nc2ccccc2N2CCOCC2)c1,-25,103,-2,33,.,-6,7,-0.1,-2
O=Cc1ccc(Cl)c(Cl)c1,1,.,3,.,1,.,7,-0.3,-2
O=C(c1ccc2nc(N3CCOCC3)sc2c1)N1CCC(Cc2ccccc2)CC1,27,110,-2,-12,.,1,2,0.4,3

# An excerpt from above in order of length of the SMILES, largest number first.
SMILES,CRFR2-BP antag,MEKK3 PB1 HTS,CHRM4 PAM,PHOSPHO1 block,GalR3 antagonist,pCIP destab,IDE cell activ,CRFBP-R2 agonist,IDE inh
CCCN(CCC)CCNC(=O)C(NS(=O)(=O)c1ccc2c(c1)CCC(=O)N2)c1ccccc1 (stereo unspecified),-8,99,2,0,.,-16,3,-1.5,0
CCn1c(SCC(=O)Nc2ccc(OC)c(S(=O)(=O)N3CCCCC3)c2)nnc1C1CC1,11,.,11,.,-1,.,1,-1.0,.
CCOc1ccc(Cl)cc1C(c1c(C)[nH][nH]c1=O)c1c(C)[nH][nH]c1=O,4,101,5,24,-11,2,5,-0.9,.
COc1ccc(OC)c(NC(=O)CSCc2cnn(-c3ccccc3)c2-n2cccc2)c1,29,102,-3,42,-1,-16,2,-0.7,3
COc1ccc(C(=O)N[C@H](C(=O)Nc2ccc(OC)nc2)C(C)C)cc1,-2,105,2,16,-1,-3,1,-3.4,2
O=C(c1ccc2nc(N3CCOCC3)sc2c1)N1CCC(Cc2ccccc2)CC1,27,110,-2,-12,.,1,2,0.4,3
Cc1cccc(C)c1NC(=O)C(C)c1ccc(-c2ccccc2)c(F)c1 (stereo unspecified),-4,100,-6,-41,-2,6,2,0.5,5
CN(Cc1ccccc1)S(=O)(=O)c1ccc2[nH]c(=O)oc2c1,15,100,-3,-6,6,4,-1,-0.3,1
O=C(O)CCCCCCC1C(=O)NC(=O)N1CCC(O)C1CCCCC1 (stereo unspecified),21,97,4,4,-6,-11,4,0.4,-2
COc1cccc(C(=O)NC(=S)Nc2ccccc2N2CCOCC2)c1,-25,103,-2,33,.,-6,7,-0.1,-2
O=[N+]([O-])c1ccccc1Oc1ccc(Cl)c2cccnc12,6,100,7,0,-5,-14,0,0.7,4
CC(C)CC(=O)N/C(N)=N/c1nc2ccccc2o1,7,102,8,27,-2,-15,1,0.4,1
CN(C)c1ccc(C(=S)N2CCCC2)cc1Br,13,101,-8,14,-8,-9,2,-1.3,4
O=Cc1ccc(Cl)c(Cl)c1,1,.,3,.,1,.,7,-0.3,-2

# Record cards (already shown).
# C=CCn1c(SCC(=O)NC(=O)NCc2ccco2)nc2sc(CC)cc2c1=O is listed with CRFR2-BP antag = 7; MEKK3 PB1 HTS = 98; CHRM4 PAM = 2; PHOSPHO1 block = 45; GalR3 antagonist = 3; pCIP destab = 8; IDE cell activ = 4; CRFBP-R2 agonist = -0.1; IDE inh = 0
# Cc1cccc(C)c1NC(=O)C(C)c1ccc(-c2ccccc2)c(F)c1 (stereo unspecified) is listed with CRFR2-BP antag = -4; MEKK3 PB1 HTS = 100; CHRM4 PAM = -6; PHOSPHO1 block = -41; GalR3 antagonist = -2; pCIP destab = 6; IDE cell activ = 2; CRFBP-R2 agonist = 0.5; IDE inh = 5
